Assay outcomes: PubChem, National Center for Advancing Translational Sciences (NCATS)
Shiga inhibitor: inhibitors of Shiga toxin in Vero cells. AID 2315. Vero cells, Shiga toxin protein synthesis inhibition reporter. actives 9.2% (n = 290,000). inhibition, % at 38.7 µM; in the data active = inhibition mostly above about 28%, no sharp cut-off; inactive = mostly below about 43%; also: 0% is about no effect
CHX counter: counter-screen for Shiga toxin inhibitors: cycloheximide protein synthesis inhibition; actives 12% (n = 300,000); cell reporter, cycloheximide protein synthesis inhibition counterscreen; AID 2314; max response, %; in the data active = max response mostly above about 13%, no sharp cut-off; inactive = mostly below about 14%; also: read at 38.3 µM for the half of the compounds with a filed dose; 0% is about no effect
AmpC detergent: AmpC beta-lactamase inhibition with detergent present; P00811; AID 485294; AmpC hydrolysis of nitrocefin, absorbance 480 nm, 0.01% Triton; Potency, µM (top dose mostly 114 µM), for inactives: top-dose activity change, negative = inhibition, actives largely listed as inhibitors; actives 0.041% (n = 370,000);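 also: potency is read from the fitted curve at half-maximal effect; 0% = no-compound wells and -100% = no-enzyme wells; nearly all actives have a fitted effect of over 25% in size; some results filed as inactive show a strong effect at the top dose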
Target sequence (P00811 whole entry, looked up): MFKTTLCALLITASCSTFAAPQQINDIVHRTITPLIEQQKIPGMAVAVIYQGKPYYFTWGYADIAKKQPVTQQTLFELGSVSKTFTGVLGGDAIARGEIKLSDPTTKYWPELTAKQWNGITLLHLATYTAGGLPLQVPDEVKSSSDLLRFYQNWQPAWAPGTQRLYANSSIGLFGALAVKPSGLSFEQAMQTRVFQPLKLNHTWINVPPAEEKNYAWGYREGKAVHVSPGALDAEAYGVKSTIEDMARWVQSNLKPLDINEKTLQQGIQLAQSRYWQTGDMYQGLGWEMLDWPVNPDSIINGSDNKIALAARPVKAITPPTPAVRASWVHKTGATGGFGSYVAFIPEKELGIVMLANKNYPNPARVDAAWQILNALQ
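AmpC (5.3 nM in the dispensed reagent) in 20 mM phosphate pH 7.0 with 0.01% (detergent screen) or 0.0001% Triton X-100 was preincubated with compounds for 15 min at room temperature. Nitrocefin was then added from an 800 uM solution, and hydrolysis was followed at 480 nm.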
Giardia FBPA inh: Giardia lamblia aldolase inhibition. purified Giardia FBPA. Potency, µM (doses to about 59.6 µM), for inactives: at the highest dose activity, negative = inhibition, hits mostly inhibitors. actives 0.71% (n = 290,000). A8B2U2; also: potency is read from the fitted curve at half-maximal effect; % is scaled to controls: 0 for no effect and ±100 for the full control effect; nearly all actives have a fitted effect of over 55% in size
Target sequence (A8B2U2 whole entry, looked up): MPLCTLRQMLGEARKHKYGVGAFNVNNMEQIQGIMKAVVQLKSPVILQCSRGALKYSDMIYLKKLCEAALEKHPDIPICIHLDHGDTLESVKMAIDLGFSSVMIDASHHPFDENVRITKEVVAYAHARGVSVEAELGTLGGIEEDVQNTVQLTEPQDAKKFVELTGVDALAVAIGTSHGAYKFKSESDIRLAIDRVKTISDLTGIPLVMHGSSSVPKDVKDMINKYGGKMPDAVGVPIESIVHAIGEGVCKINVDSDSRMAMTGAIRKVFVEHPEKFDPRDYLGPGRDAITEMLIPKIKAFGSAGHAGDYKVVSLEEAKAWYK
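40 nM FBPA preincubated 10 min at RT with compound (up to 57.5 uM final), then substrate plus GAPDH/TPI/NAD/arsenate coupling and diaphorase/resazurin added. Fluorescence read after 20 min at RT, 525/598 nm.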
AMA1-RON2 inh: disrupts binding of P. falciparum AMA1 to RON2 | AID 720542 | AlphaScreen AMA1-biotinylated RON2 peptide binding | actives 0.2% (n = 360,000) | Potency, µM (series often up to 58.2 µM), inactives show top-dose activity change, negative = inhibition, hits mostly inhibitors;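 also: potency is read from the fitted curve at half-maximal effect; 0% = vehicle wells and -100% = peptide control; nearly all actives have a fitted effect of over 45% in size; some results filed as inactive show a strong effect at the top dose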
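AMA1 (3D7) with his tag at 25 nM final met compounds first, then biotinylated RON2 peptide at 25 nM; detection used donor plus acceptor beads, 10 µg/mL apiece, read by AlphaScreen after 30 min at room temperature.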
AmpC inh no detg: AmpC beta-lactamase inhibition without detergent | P00811 | AmpC nitrocefin hydrolysis, absorbance 480 nm, 0.0001% Triton | Potency, µM (titrated, usually from 57.1 µM), for inactives: at the highest dose activity change, negative = inhibition, actives largely listed as inhibitors | actives 0.52% (n = 330,000);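 also: potency is read from the fitted curve at half-maximal effect; plate controls were no compound for no effect and no enzyme for full effect; nearly all actives have a fitted effect of over 20% in size; some results filed as inactive show a strong effect at the top dose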
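20 mM phosphate pH 7.0 + 0.01% (detergent screen) or 0.0001% Triton X-100; 5.3 nM AmpC reagent; cpd preinc 15 min RT; nitrocefin (800 uM stock) to start; A480 q20 s × 4 min; Activity was normalised to no-enzyme and no-compound control wells.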
HCMV antiviral: blocks human cytomegalovirus replication; HFF cells, HCMV-luciferase reporter, 72 h; active compounds read low; activity change, negative = inhibition, % at 57.5 µM; actives 4.5% (n = 410,000); in the data active = activity change below about -60%; inconclusive = no clear call, values can overlap the other calls; inactive = above about -39%; also: % is scaled to controls: 0 for no effect and ±100 for the full control effect
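Steps: HFFs plated, 16 h 37C; compounds added; HCMV-luciferase added to MOI 1 PFU/cell; 72 h 37C; OneGlo reagent, 5 min room temperature; luminescence read, normalized to controls.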
Starred values were filed as active, the others as inactive; ? = inconclusive; . = not tested or not shown; [ ] = remark or other dose. Unless noted, calls follow the shape of the dose curve; as a rule, active = well fitted curve in the direction sought with a large enough effect; inconclusive = small, poorly fitted or top-dose-only effect, or another doubt; inactive = no such curve, though single readings can be large; an effect the other way counts as inactive or inconclusive.

SMILES | Shiga inhibitor | CHX counter | AmpC detergent | Giardia FBPA inh | AMA1-RON2 inh | AmpC inh no detg | HCMV antiviral
CC(=O)Nc1cccc(OCc2cnc(Cl)s2)c1 | 9.5 | 13.8 | -1.0% | -0.5% | -6.2% | -13.3% | 26.2
CCOC(=O)Cn1c2ccccc2c2nc(C)sc21 | 19.4 | -2.7 | -6.7% | -15.6% | 5.3% | -13.1% | -35.9
COc1ccc(F)cc1C(=O)C1CCCN(Cc2ccc3c(c2)OCCO3)C1 (stereo not given) | -4.1 | -2.7 | 6.0% | -10.3% | -8.4% | 33.8% | -10.2
O=C1CCc2cc(S(=O)(=O)Nc3ccccc3F)ccc2N1 | . | . | 2.1% | . | -11.0% | -6.8% | 7.4
COCCn1c(=S)[nH]c2ccc(N(C)C)cc2c1=O | 13.2 | 8.3 | ? | ? | 44.0%[activator] | -22.9% | -0.8
Cc1ccccc1OCC(=O)N1CCc2ccccc2C1 | 18.6 | 14.7 | 4.0% | -15.4% | -0.9% | -15.3% | 11.7
COC(=O)c1sc(-c2ccccc2)cc1NC(=O)c1ccc(F)cc1 | -9.2 | -5.2 | 3.9% | 6.4% | 16.0% | -21.6% | 20.7
CCOC(=O)c1c(C)c(C(=O)NC2CCCCC2)c(C)n1CC | -9.8 | 2.8 | -14.9% | -2.6% | -1.1% | -13.8% | -13.0
Cc1nc2ccc(S(=O)(=O)NCC(=O)N3CCc4ccccc43)cc2s1 | -3.3 | -4.4 | -4.7% | 3.3% | -8.7% | -5.8% | 4.1
CCOc1ccc(N(C(=O)c2snc(C(N)=O)c2N)C(C(=O)NC2CCCC2)C(C)C)cc1 (stereo not given) | -1.6 | 6.4 | 6.6% | 5.5% | 2.5% | -5.0% | -12.2
NNC(=O)c1nc[nH]c1C(=O)Nc1ccccc1[N+](=O)[O-] | -9.0 | -1.5 | 6.3% | -14.6% | 31.6%[activator] | -31.7% | 20.0
O=C(Nc1cccc(Cl)c1Cl)C1CC(=O)N(c2ccc(Br)cc2)C1 (stereo not given) | 7.1 | -2.8 | -7.8% | 1.5% | -1.0% | -36.5% | -91.7*
O=C(CNS(=O)(=O)c1ccccc1)N1CCN(c2ccccc2)CC1 | 11.8 | 0.9 | ? | 0.2% | 0.7% | -12.3% | 6.2
CC1(C)CSC(Nc2ccc(F)c(Cl)c2)=N1 | 61.5 | 18.8 | ? | 3.8% | -13.8% | -8.9% | -15.8
Cc1nnc(NC(=O)CCN2C(=O)/C(=C\c3ccccc3)SC2=S)s1 | 11.3 | -2.2 | 7.1% | 4.1% | 13.7% | -24.0% | -6.5
O=C(O)CCCCCCCCc1cn(Cc2ccc(C(=O)c3ccccc3)cc2)nn1 | -4.4 | 2.2 | ? | -1.6% | 14.7% | -23.5% | -5.2
CCOC(=O)c1sc(NC(=O)CCc2ccccc2)nc1C | -4.2 | -0.5 | -9.8% | 1.0% | 6.1% | -16.6% | -10.3
O=c1c(-c2ccccc2)c(O)nc(SCCN2CCOCC2)n1-c1ccccc1 | 3.0 | -4.1 | -0.5% | -10.1% | 5.1% | -3.2% | 10.1
O=[N+]([O-])c1cccnc1N1CCC(c2cc(-c3ccc(Cl)cc3Cl)n[nH]2)CC1 | -9.2 | -2.0 | -11.1% | -5.4% | -17.1% | -0.5% | -17.0
COC(=O)c1sc(NC(=O)COc2ccccc2C)nc1C | 55.6 | 21.4* | 1.5% | 0.4% | -9.0% | -5.9% | -12.1

New compounds follow
SMILES | Shiga inhibitor | CHX counter | AmpC detergent | Giardia FBPA inh | AMA1-RON2 inh | AmpC inh no detg | HCMV antiviral
N#Cc1c2n(c(=O)[nH]c1=O)CCCCC2 | -12.1 | -0.4 | -0.7% | 0.9% | 41.5%[activator] | -4.7% | -38.4
Cc1ccn2cc(-c3cccc(S(=O)(=O)N4CC(C)OC(C)C4)c3)nc2c1 (stereo not given) | 3.8 | -1.0 | -6.4% | -10.1% | 0.0% | 97.5%[activator] | -15.2
O=S(=O)(c1cccc(C(F)(F)F)c1)N1CCN(c2nnnn2-c2ccccc2)CC1 | -5.9 | -3.0 | -10.0% | 1.0% | 20.6% | -19.4% | -2.2
Cc1cc(N2CCN(C(=O)Nc3ccccc3C#N)CC2)c2ccccc2n1 | -1.1 | 0.7 | -1.3% | -2.9% | 0.0% | -4.5% | 25.4
CCCNC(=O)C1Cc2cc(S(=O)(=O)N3CCCC3)ccc2N1C(C)=O (stereo not given) | -6.9 | -0.3 | -14.1% | . | -5.9% | -2.4% | 0.6
Cc1cc(C)c(-n2c(SCC(=O)N3CCOCC3)n[nH]c2=O)c(C)c1 | 3.0 | -1.6 | -6.3% | 3.3% | 0.0% | 3.0% | -15.5
Cn1c(=NC(=O)c2ccco2)sc2ccccc21 | 53.5* | 31.8* | -2.0% | -10.8% | -4.0% | -6.9% | 297.2
COc1ccc(CCC(C)NC(=O)CCc2ccccc2)c(OC)c1 (stereo not given) | -9.7 | -4.4 | -14.3% | 14.2% | 3.2% | 24.8% | -39.6
CCOc1ccc(S(=O)(=O)Nc2cccc(C(=O)NCC(c3ccccc3)N(C)C)c2)cc1 (stereo not given) | . | . | -17.3% | . | 33.3%[activator] | -6.0% | -30.0
O=C(NCC(=O)N1CCN(Cc2c(F)cccc2Cl)CC1)c1cccc(Cl)c1 | . | . | 0.0% | . | 1.3% | 44.5% | -20.6
COc1cccc2cc(C(=O)CC3(O)C(=O)N(Cc4ccccc4)c4ccccc43)c(=O)oc12 (stereo not given) | -18.6 | 1.2 | 0.0% | . | 0.4% | -40.5% | ?
C#CCCOC(=O)N1C2=NC(C(=O)OC)=C(C(=O)OC)[C@@H]3N(CC=C)c4ccccc4[C@]23C[C@H]1C(=O)OC | -6.7 | 0.4 | 2.8% | 2.1%[12.9 µM] | 1.3% | 165.2%[activator] | 16.8
O=c1[nH]c2ccccc2[nH]c1=O | 21.6 | -3.1 | 0.0% | 4.1% | -3.3% | 0.9% | 7.0
COc1ccc(CCNC(=O)C(=O)NCC2OCCN2S(=O)(=O)c2ccc(OC)c(C)c2)cc1 (stereo not given) | 2.4 | 0.8 | -1.6% | -3.5% | 9.2% | 42.7% | 3.3
CCOC(=O)c1nn(-c2cccc(OC)c2)c(-c2ccccc2)c1C(=O)c1ccccc1 | -5.1 | -2.2 | -3.5% | -2.4% | -3.4% | 22.4% | ?
CCOC(=O)C1=C(c2ccccc2)NC(N)=NC1c1ccc(OCc2ccc(C(=O)OC)cc2)cc1 (stereo not given) | 2.3 | -1.9 | -0.4% | -4.1% | -16.1% | -50.8% | ?
COc1cccc(-c2onc3ccc(C(=O)/C=C/N(C)C)cc23)c1 | -4.3 | 3.0 | 0.4% | 15.1% | -12.3% | -1.7% | 9.8
O=S(=O)(c1ccc2nc(COc3ccc(Cl)cc3Cl)[nH]c2c1)N1CCOCC1 | 22.1 | 14.5* | 3.5% | -5.1% | -0.8% | -6.8% | -11.8
O=C(/C=C/Sc1ccccc1)c1ccccc1 | 182.3* | 139.9* | -2.0% | -2.5% | 47.5%[activator] | -20.5% | -83.3*
COc1ccccc1C(=O)NC(=O)COC(=O)c1cc[n+]([O-])cc1 | . | . | -16.4% | . | 19.6% | -19.0% | -10.3

Single records, from the list above. Values in the order: Shiga inhibitor | CHX counter | AmpC detergent | Giardia FBPA inh | AMA1-RON2 inh | AmpC inh no detg | HCMV antiviral
Listed for CCOC(=O)C1=C(c2ccccc2)NC(N)=NC1c1ccc(OCc2ccc(C(=O)OC)cc2)cc1 (stereo not given) : 2.3 | -1.9 | -0.4% | -4.1% | -16.1% | -50.8% | ?
Listed for O=c1[nH]c2ccccc2[nH]c1=O : 21.6 | -3.1 | 0.0% | 4.1% | -3.3% | 0.9% | 7.0

Carrying on.
SMILES | Shiga inhibitor | CHX counter | AmpC detergent | Giardia FBPA inh | AMA1-RON2 inh | AmpC inh no detg | HCMV antiviral
CC(C)C(c1nnnn1Cc1ccccc1)N1CCN(Cc2ccco2)CC1 (stereo not given) | -4.9 | -0.3 | ? | -5.2% | -4.5% | 36.0% | 21.5
COc1cc(-c2nnc(COC(=O)c3nn(CC(C)C)c(=O)c4ccccc34)o2)cc(OC)c1OC | . | . | -3.6% | . | -13.3% | 167.0%[activator] | -4.8
CC1(C2CC2)NC(=O)N(CC(=O)Nc2ccc(C(F)(F)F)cc2)C1=O (stereo not given) | . | . | -5.8% | . | 0.0% | -29.7% | -21.1
Cc1ccccc1-c1nc(CN2CCC(C(=O)O)CC2)c(C)o1 | -19.9 | -5.5 | -13.3% | 7.8% | 3.4% | 5.6% | 3.9
O=C(C(=O)N1CCN(c2cccc(Cl)c2)CC1)c1c[nH]c2ccccc12 | 43.2 | 13.3 | -5.4% | -6.7% | 16.5% | ? | 61.7
CC(C)=C1C2C=CC1C(C(=O)Nc1cccc(C)c1)C2C(=O)O (stereo not given) | -12.1 | -2.1 | ? | -2.6% | -0.4% | -12.1% | 53.2
COc1ccc(-c2cn(CCC(=O)O)c(-c3ccc(Cl)nc3)n2)cc1 | . | . | -0.6% | . | 11.0% | -25.7% | 3.5
Cc1cccc(C(=O)Nc2nc(C)c(C(=O)Nc3ccc4c(c3)CCC4)s2)c1 | 13.6 | 16.5* | ? | -11.6% | -4.6% | -21.0% | 52.7
CC(C)(C)N/C=C(\C#N)S(=O)(=O)c1ccc(Br)cc1 | -4.0 | -3.5 | 5.9% | -4.6% | -8.7% | -7.5% | -8.6
Cc1ccc(C(=O)N/C(=C\c2ccco2)C(=O)NC2CCS(=O)(=O)C2)cc1 (stereo not given) | 12.3 | -2.3 | 6.8% | -10.1% | -19.1% | -10.6% | 23.8
CCN(C(=O)CSc1ncnc2sc(C)c(C)c12)C1CCS(=O)(=O)C1 (stereo not given) | -17.2 | 2.9 | 4.3% | -3.8% | 6.4% | 45.4% | -28.2
CCOc1ccccc1Nc1nc(-c2sc(NC(=O)c3ccco3)nc2C)cs1 | 26.9 | 14.4 | 2.7% | -1.9% | 5.4% | -21.4% | 1.8
CC(C)(C)[C@H]1C=C(C(=O)NC2CC2)O[C@@H](OCCCCO)C1 | -13.5 | 0.9 | 5.4% | -9.6% | -1.7% | -3.8% | 7.4
CNC(=O)c1ccccc1-c1cn(C)c2ccccc2c1=O | 21.5 | -7.7 | -11.0% | 0.7% | -13.0% | -18.5% | -5.3
Cc1ccc(Cl)cc1N(CC(=O)NC(C)c1ccccc1)S(C)(=O)=O (stereo not given) | -1.6 | -3.7 | -13.2% | 7.1% | 4.8% | -3.0% | 22.4
COc1ccccc1NC(=O)C(C)OC(=O)CN1C(=O)C2CC=CCC2C1=O (stereo not given) | . | . | -0.3% | . | 2.5% | -12.0% | -15.0
COc1ccc(/C=C2\CCc3ccccc3C2=O)cc1O | 42.2* | 21.6* | ? | -2.0% | -6.0% | -26.1% | 20.2
O=C(COc1ccc(F)cc1)NCC1(N2CCCCC2)CCCCC1 | . | . | 7.1% | . | -12.1% | -13.5% | -26.2
Cc1cccc2sc(N(CCCN(C)C)C(=O)c3cc4ccccc4oc3=O)nc12 | 11.8 | 13.4 | 6.2% | -5.1% | -11.8% | 97.9%[activator] | ?
